GAA inh – qHTS Assay for Inhibitors of Human alpha-Glucosidase as a Potential Chaperone Treatment of Pompe Disease; purified human GAA, 4-MU-alpha-glucoside fluorescence; Potency, µM (doses to about 76.9 µM), for the others: at the highest dose activity change, negative = inhibition, hits mostly inhibitors; actives 0.005% (n = 200,000);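 further: plate controls were uninhibited enzyme wells for no effect and no-enzyme background for full effect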
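qHTS format, compound range up to 77 uM. Human lysosomal enzyme at 4 nM, 400 uM 4-MU glucoside substrate, pH 5.0, 20 min room temperature; fluorescence after alkaline stop gives activity normalized to controls.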
aGal spleen mod – qHTS Assay for Inhibitors and Activators of Human alpha-Galactosidase From Spleen Homogenate. Alpha-galactosidase A (Homo sapiens), P06280. human spleen homogenate, 4MU-alpha-Gal fluorescence, 40 min. actives 0.008% (n = 240,000). Potency, µM (highest dose often 80 µM), without a hit: at the highest dose activity change, negative = inhibition, usual class: inhibitors;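 further: 0% = enzyme with vehicle and -100% = no enzyme basal signal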
Target sequence (P06280 32-429 limits assumed): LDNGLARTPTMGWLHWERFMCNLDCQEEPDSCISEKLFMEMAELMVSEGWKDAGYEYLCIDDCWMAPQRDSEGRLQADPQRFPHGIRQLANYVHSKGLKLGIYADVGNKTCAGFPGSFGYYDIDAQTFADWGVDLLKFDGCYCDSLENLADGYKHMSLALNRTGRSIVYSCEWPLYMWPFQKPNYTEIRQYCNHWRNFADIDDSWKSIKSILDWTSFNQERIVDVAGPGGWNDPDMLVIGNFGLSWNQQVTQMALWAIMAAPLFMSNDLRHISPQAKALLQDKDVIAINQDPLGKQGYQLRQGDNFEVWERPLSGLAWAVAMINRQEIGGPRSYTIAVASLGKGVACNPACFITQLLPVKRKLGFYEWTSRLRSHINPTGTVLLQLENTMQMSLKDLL
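Inhibition or activation of alpha-galactosidase in human spleen homogenate is scored by 4-MU fluorescence after 40 min at 37C, pH 5.0, with 1 mM substrate. AC50s come from concentration-response fitted to the Hill equation.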
RGS12 GoLoco inh – qHTS Assay for Inhibitors of RGS12 GoLoco Motif Activity (Red Fluorophore); Gai1:RGS12 GoLoco peptide FP, rhodamine, 10 min; Potency, µM (top dose mostly 61.6 µM), for inactives: top-dose activity, negative = inhibition, actives largely listed as inhibitors; actives 0.44% (n = 230,000); active means well fitted inhibition curve with a large enough effect, not every such curve was filed as active; inactive means no such curve, though single readings can be large or run the other way; further: on the % scale 0 is the no-effect control and ±100 the full control effect; nearly all actives have a fitted effect of over 30% in size; many of its hits are not listed in these tables
Target sequence (P63096 whole entry, looked up): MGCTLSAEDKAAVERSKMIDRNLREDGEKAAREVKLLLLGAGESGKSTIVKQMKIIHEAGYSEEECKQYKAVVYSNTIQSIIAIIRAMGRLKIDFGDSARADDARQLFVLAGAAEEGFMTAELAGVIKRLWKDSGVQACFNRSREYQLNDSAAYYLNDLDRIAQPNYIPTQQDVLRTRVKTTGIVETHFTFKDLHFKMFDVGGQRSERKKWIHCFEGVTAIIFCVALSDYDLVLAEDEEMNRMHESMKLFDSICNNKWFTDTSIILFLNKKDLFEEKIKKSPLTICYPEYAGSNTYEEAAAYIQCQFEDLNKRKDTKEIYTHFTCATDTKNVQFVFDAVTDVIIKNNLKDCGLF
GAA spleen mod – qHTS Assay for Inhibitors and Activators of Human alpha-Glucosidase From Spleen Homogenate. actives 0.006% (n = 240,000). human spleen homogenate, 4-MU-alpha-glucoside fluorescence. AID 2112, 2009. Potency, µM (top dose mostly 79.9 µM), without a hit: at the top dose activity change, negative = inhibition, most hits filed as inhibitors;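 further: 0% = enzyme with vehicle and -100% = no enzyme basal signal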
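AC50 values come from Hill-equation fits of concentration-response data, normalized to no-enzyme and full-activity controls. Enzyme source: 1 ug human spleen homogenate; 1 mM fluorogenic 4-MU glucoside, pH 5.0 citrate buffer, 37 C, 40 min.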
GAA glycogen – qHTS Assay for Inhibitors and Activators of Human alpha-Glucosidase Cleavage of Glycogen | actives 0.38% (n = 300,000) | Potency, µM (titrated, usually from 76.4 µM), for inactives: at the highest dose activity change, negative = inhibition, actives largely listed as inhibitors | recombinant GAA, glycogen substrate, Amplex Red glucose oxidase fluorescence;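 further: 0% = full enzyme reaction and -100% = no-enzyme basal signal; the screen sought inhibitors and activators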
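Natural-substrate format: glycogen cleavage by 4 nM human enzyme, glucose read by Amplex Red coupling (Ex 573, Em 610 nm). Normalized to enzyme and no-enzyme controls.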
ALDH1A1 block – qHTS Assay for Inhibitors of Aldehyde Dehydrogenase 1 (ALDH1A1) | Purified ALDH1A1, NADH fluorescence, propionaldehyde substrate | Potency, µM (series often up to 75.3 µM), inactives show at the highest dose activity, negative = inhibition, most hits filed as inhibitors | actives 7.3% (n = 220,000); active means well fitted inhibition curve with a large enough effect, not every such curve was filed as active; inconclusive means small, poorly fitted or top-dose-only effect, or another doubt; inactive means no such curve, though single readings can be large or run the other way;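 further: plate controls were no enzyme wells and a reference inhibitor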
SMN2 splice up – qHTS Assay for Enhancers of SMN2 Splice Variant Expression; HEK293 SMN2-luciferase splicing reporter, luminescence, 30-36 h; Potency, µM (series often up to 46.1 µM), inactives show top-dose activity change, positive = activation, most hits filed as activators; actives 2.8% (n = 210,000); AID 1458, 2008; further: % of control where 0% means no effect; nearly all actives have a fitted effect of over 55% in size
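qHTS luciferase splicing reporter: luminescence rises when SMN2 exon 7 is included in transfected HEK293 cells. Compound exposure lasted 30-36 h at 37C, with 4.5 mM final sodium butyrate as control, followed by a ONE-Glo read.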
JMJD2E inh – qHTS Assay for Inhibitors of Human Jumonji Domain Containing 2E (JMJD2E). Lysine-specific demethylase 4E (Homo sapiens), B2RXH2. JMJD2E catalytic domain, FDH-coupled NADH fluorescence (FDH is formaldehyde dehydrogenase). Potency, µM (series often up to 57.1 µM), for the others: at the highest dose activity change, negative = inhibition, hits mostly inhibitors. actives 1.6% (n = 230,000). AID 2147, 2009; active means well fitted inhibition curve with a large enough effect, not every such curve was filed as active; inconclusive means small, poorly fitted or top-dose-only effect, or another doubt; inactive means no such curve, though single readings can be large or run the other way;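 further: 0% = wells with enzyme and -100% = buffer wells without enzyme; nearly all actives have a fitted effect of over 50% in size; many of its hits are not listed in these tables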
Numbers without * were called inactive; ? = inconclusive; / = no result given; & = joins results of further samples; [ ] = another dose, or the depositor's remark. Unless noted, the call rests on the fitted dose curve; in most records, active means well fitted curve in the direction sought with a large enough effect; inconclusive means small, poorly fitted or top-dose-only effect, or another doubt; inactive means no such curve, though single readings can be large; an effect the other way counts as inactive or inconclusive. Potency means the concentration at half of the fitted maximal effect.

cpd | Structure | ALDH1A1 block | aGal spleen mod | GAA spleen mod | RGS12 GoLoco inh | GAA glycogen | SMN2 splice up | GAA inh | JMJD2E inh
1 | CC1CCCN(CC(O)COc2ccc3c(c2)OCO3)C1 (stereo unspecified) | 0% | 0% | 0% | -8% | 4% | -23% | -13% | -1%
2 | Cc1ccc(C)c(C(=O)Nc2cc(C)nn2-c2nc(C)cc(C)n2)c1 | 10% | 1% | 3% | 5% | 2% | -73%[inhibitor] | 1% | 13%
3 | Cc1ccnc(Nc2nc3ccccc3o2)n1 | -1% | 0% | -4% | 6% | -6% | 2.5µM* | -2% | 3%
4 | O=C(CCCCN1CCCCC1)c1ccc2c(c1)Cc1ccccc1-2 | -5% | -18% | / | 7% | 1% | -25% | -5% | ?
5 | CN1CCN(C(=O)c2cnn(-c3ccccc3)c2NC(=O)c2ccccc2)CC1 | -6% | 3% | 7% | 5% | 9% | / | 6% | -1%
6 | N=c1n(CC(=O)c2ccc([N+](=O)[O-])cc2)c2ccccc2n1Cc1ccccc1Cl | -11% | -20% | -22% | 8% | 0% | 30% | 4% | -1%
7 | Cc1cccc([N+](=O)[O-])c1C | -5% | -4% | 7% | 2% | / | ? | / | /
8 | CCSc1nnc(NC(=O)NC2CCCCC2)s1 | ? | -1% | -3% | 8% | 9% | / | 1% | 2%
9 | COCCOC(=O)c1c(C)oc2ccc(OC(=O)c3ccco3)cc12 | 1% | 9% | 7% | 7% | -1% | 8% | -4% | 3%
10 | Cc1ccc(C(OCCN(C)C)c2cccc(C(F)(F)F)c2)cc1 (stereo unspecified) | 6% | -10% | -11% | 7% | 7% | -8% | ? | 8%
11 | COc1ccc(CC(=O)Nc2ccc(S(=O)(=O)Nc3nc(C)cc(C)n3)cc2)cc1 | -1% | 5% | -9% | 7% | 0% | -4% | 5% | 2%
12 | CN(C)c1ccc(NC(=O)c2ccc([N+](=O)[O-])cc2Cl)cc1 | 4% | 4% | -1% | -3% | -1% | 10µM* | -5% | 2%
13 | CC1CC(C)(C)NC(=S)N1CCC(=O)N1CCN(c2ccccc2)CC1 (stereo unspecified) | ? | 1% | 0% | -3% | 1% | 12% | 4% | -3%
14 | N[C@](CC1c2ccccc2Oc2ccccc21)(C(=O)O)[C@H]1C[C@@H]1C(=O)O | 2% | 1% | 5% | 9% | / | 13% | / | /
15 | COc1ccc2c(c1)Cc1sc(NC(=O)c3ccccc3)nc1-2 | ? | 7% | 1% | 4% | 3% | 4% | -3% | ?
16 | C[C@@H]1CC=C[C@H]2[C@H]1C(=O)N(Cc1ccccc1)[C@H]2c1ccc2ccccc2c1/C=C/c1ccccc1 | / | 2% | 0% | 1% | -4% | / | / | ?
17 | COc1cccc(OCCNC(=O)Nc2cc(F)c(F)cc2Cl)c1 | 4% | 7% | -15% | 10% | -11% | 7% | -5% | -25%
18 | CC(=O)c1cc2c(cc1N(C(=O)Cn1nnc3ccccc31)C(C(=O)NCCC(C)C)c1cccnc1)OCO2 (stereo unspecified) | -2% | 0% | 1% | 5% | -7% | / | 0% | -17%
19 | CCC(=O)OCc1c(C(F)(F)F)nn(C)c1Oc1cccc(C(F)(F)F)c1 | -11% | -1% | -5% | -5% | 0% | -12% | -13% | 0%
20 | CC1=CC(C)C2C(=O)N(CCCN(C)C)C(=O)C2C1 (stereo unspecified) | 7% | -4% | -9% | 8% | 1% | 9% | -5% | -9%
21 | CCOC(=O)CCCNC(=O)COC(=O)[C@@H]1CCCN1S(=O)(=O)c1ccc(Cl)cc1 | -2% | 11% | 2% | / | -4% | / | 9% | -3%
22 | COc1ccc2nc(N/C(N)=N/C(=S)Nc3c(C)cccc3C)nc(C)c2c1 | ? | 11% | 0% | 11% | 3% | -6% | 1% | ?
23 | O=S(=O)(c1ccc(Oc2ncnc3scc(-c4ccccc4)c23)cc1)N1CCOCC1 | -5% | 1% | 8% | 14% | -3% | -27% | -1% | -1%
24 | CN(C)c1ccc(C(=S)NC2CCCCC2)cc1 | 3.5µM* | -22% | -15% | -17% | -17% | 11µM* | -1% | ?
25 | N#C/C(=C\c1cc([N+](=O)[O-])c(N2CCCCC2)cc1N1CCCCC1)c1nn(-c2ccccc2)c(N)c1C#N | ? | -3% | -16% | 7% | -2% | 27% | ? | 8%

New compounds follow:
cpd | Structure | ALDH1A1 block | aGal spleen mod | GAA spleen mod | RGS12 GoLoco inh | GAA glycogen | SMN2 splice up | GAA inh | JMJD2E inh
26 | O=c1nc(SCc2cccc(C(F)(F)F)c2)nc2ccccn12 | 7% | 0% | 0% | 3% | -3% | -22% | -4% | ?
27 | CCC(C)(C)NC(=S)Nc1ccccc1C | 0% | -12% | -6% | -2% | 0% | -24% | 4% | 1%
28 | COc1ccccc1C1CC(c2ccco2)=NN1c1ccccc1 (stereo unspecified) | ? | ? | ? | 10% | -8% | -7% | ? | ?
29 | COc1ccc2nc(Nc3ccc4c(c3)OCO4)sc2c1 | -7% | 4% | 14% | -20% | -24% | ? | 7% | -1%
30 | COc1ccc(NC(=O)/C=C/c2ccc3c(c2)OCO3)cc1 | ? | -7% | -1% | 2% | 22% | 18µM* | 11% | ?
31 | N#Cc1ccc(OCC(=O)Nc2cc(S(=O)(=O)N3CCCCC3)ccc2N2CCCCC2)cc1 | -8% | -1% | 2% | -5% | -2% | -10% | 1% | -2%
32 | O=[N+]([O-])c1ccc2nc(SCc3ccccc3Cl)sc2c1 | ? | -4% | -8% | 17% | -1% | -10% | 5% | -9%
33 | CC(=O)NCCCc1nc2ccccc2n1Cc1cc(C)ccc1C | 13% | 5% | -4% | 4% | -18% | -9% | 7% | 1%
34 | COc1ccccc1CNC(=O)CN1CCC(n2cnc3cc(F)ccc32)CC1 | 7% | -5% | -9% | 3% | 5% | -2% | 4% | 6%
35 | Cc1nn(C)c(C)c1CNC(=O)Nc1cccc(Cl)c1 | 8% | 7% | 10% | 3% | 4% | / | 1% | 8%
36 | Fc1ccc(NC(=S)Nc2cccc3cnccc23)cc1 | 7.9µM* | 1% | 0% | -1% | -24% | / | 2% | -14%
37 | O=C(N/N=C/c1ccc(Br)s1)c1cccc([N+](=O)[O-])c1 | 10% | -4% | -9% | 35%[activator] | 13% | -26% | 0% | 9%
38 | Cc1ccc(C(NC(=O)N2CCN(C)CC2)C(Cl)Cl)cc1F (stereo unspecified) | ? | -6% | -3% | 13% | 4% | -2% | 4% | 2%
39 | Cc1c(NC(=S)Nc2ccccc2)c(=O)n(-c2ccccc2)n1C | 0% | 3% | 0% | -5% | 11% | ? | -26% | -9%
40 | CC(C)C(=O)N1c2ccccc2NC2=C(C(=O)CCC2)C1c1ccc(N(C)C)cc1 (stereo unspecified) | ? | 12% | 1% | / | -20% | / | 3% | 5%
41 | CCc1cc(C(=O)N=Nc2c(O)[nH]c3c(Br)cc(Br)cc23)c2ccccc2n1 | -5% | 0% | -12% | 8% | -3% | 6% | -3% | -4%
42 | CC(Oc1ccccc1Cl)C(=O)N1CCOCC1 (stereo unspecified) | ? | 0% | -5% | 4% | 0% | -8% | 0% | 1%
43 | O=[N+]([O-])c1ccc2ncnc(Nc3ccc4c(c3)OCCO4)c2c1 | 0.35µM* | -2% | / | 1% | -2% | -1% | -2% | 5%
44 | CCN1CCN(C(c2ccc(F)cc2)c2nnnn2Cc2ccc3c(c2)OCO3)CC1 (stereo unspecified) | ? | -12% | 2% | -8% | 2% | -22% | 11% | -3%
45 | CCC(=O)N1CCc2cc(Br)cc(S(=O)(=O)CCC(=O)NCCc3ccccc3)c21 | ? | -6% | -2% | -40% | -11%[76.3 µM] | -3%&14% | -8% | 4%
46 | Cc1nc2c(-c3ccccc3)c(C)nn2c(C)c1CCC(=O)NC(C)CCc1ccco1 (stereo unspecified) | -15% | 6% | -8% | -2% | -20% | -13% | ? | 0%
47 | O=C(Cn1cnc([N+](=O)[O-])n1)N/N=C/c1cccc(Cl)c1 | 0% | 2% | 1% | 3% | -5% | -15% | 8% | 0%
48 | C=CCc1cccc(/C=N/NC(=O)CCC(=O)Nc2ccc(C)cc2)c1O | 3% | 1% | -7% | 2% | 5% | -95%[inhibitor] | 0% | -27%
49 | OCC1OC([S-])[C@H](O)C(O)C1O.[Au+] (stereo partly specified) | ? | 12% | -4% | -9% | / | -7% | / | ?
50 | COc1cccc(-c2nnc(-c3ccccc3[N+](=O)[O-])o2)c1 | / | 9% | 7% | -7% | 7% | / | / | -1%

Continued.
cpd | Structure | ALDH1A1 block | aGal spleen mod | GAA spleen mod | RGS12 GoLoco inh | GAA glycogen | SMN2 splice up | GAA inh | JMJD2E inh
51 | O=C(Nc1ccccc1C(=O)OCC(=O)N1CCc2ccccc2C1)c1ccco1 | ? | -3% | -6% | 21% | 9% | -17% | -1% | ?
52 | O=C(CN1CCSC1=NCc1ccccc1)c1ccc(Cl)cc1 | 0% | 4% | 1% | 2% | -1% | ? | 0% | 0%
53 | CCCCC1=CC2=CC(=O)C(C)(OC(=O)CC)C(=O)C2=CN1c1cccc(C#N)c1 (stereo unspecified) | -7%[13.5 µM] | 3%[17.5 µM] | 7%[17.4 µM] | 0%[14.2 µM] | / | -2%[9.22 µM] | / | -5%[11.4 µM]
54 | O=C1C(Cl)=C(Nc2ccc3cn[nH]c3c2)C(=O)c2ccccc21 | / | 18% | 15% | 7.9µM* | 6% | / | / | 10µM*

Screening results: PubChem BioAssay, National Center for Advancing Translational Sciences (NCATS)

A portion of the library. The share of hits here may be higher or lower than overall.
